Screening results as filed in PubChem.
A549 tox: counter-screen for Nrf2 inhibitors: cytotoxicity in A549 cells; A549 ARE-Fluc cells, CellTiter-Fluor viability, 18-24 h; Potency, µM (top dose mostly 46 µM), inactives show at the highest dose activity change, negative = cytotoxicity, actives largely listed as inhibitors; 390,000 compounds, 0.16% hits; note: potency is the fitted concentration of half-maximal effect; % is set by controls: 0 for no effect and ±100 for the full control effect
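A549 ARE-Fluc cells in 5% FBS OPTI-MEM, 5000 cells/well, rested 2 h then exposed to compounds in concentration-response for 18-24 h at 37 °C. Viability by CellTiter-Fluor fluorescence (Ex 405/Em 525) after 30 min; luciferase luminescence (BugLite, 15 min, RT) read afterwards.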
Nrf2 activator: activates Nrf2 signaling | AREc32 ARE-luciferase reporter (MCF7-derived line), luminescence, 24 h | Potency, µM (titrated, usually from 46.1 µM), without a hit: at the highest dose activation, usual class: activators | 410,000 compounds, 0.31% hits | AID 624171; note: potency is the fitted concentration of half-maximal effect; % of control where 0% means no effect; nearly all actives have a fitted effect of over 65% in size
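AREc32_Fluc, 1000 cells/well, OPTI-MEM + 5% FBS, o/n 37 deg C 5% CO2; 23 nL cpd by pin tool, 24 hr; Steady-Glo 30 min RT, luminescence.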
Abeta rescue: compounds reversing amyloid beta toxicity in yeast; yeast expressing A-beta42, growth rescue, OD600, 48 h; response scale: 0% DMSO, 100% iron-clioquinol control; Potency, µM (titrated, usually from 46.1 µM), without a hit: top-dose growth rescue, usual class: activators; 410,000 compounds, 0.063% hits; note: potency is the fitted concentration of half-maximal effect; nearly all actives have a fitted effect of over 55% in size
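Yeast A-beta toxicity model in growth medium with pinned compounds, 48 h at 30 C; growth read as absorbance at 600 nm. Normalized to FeCl3/clioquinol equimolar mix (positive) and DMSO (negative).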
HepG2 tox: kills HepG2 cells in TGF-b inhibitor counter-screen; HepG2 CAGA-GFP viability, ATP luminescence, 18 h; Potency, µM (highest dose often 46.1 µM), inactives show at the top dose activity change, negative = cytotoxicity, usual class: cytotoxic; 410,000 compounds, 0.76% hits; AID 588856; note: potency is the fitted concentration of half-maximal effect; some results filed as inactive show a strong effect at the top dose
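HepG2 CAGA-GFP cells (1000/well, DMEM with 1% FBS) received compound, then TGF-beta at 500 pg/mL final, and were incubated 18 hours at 37 degrees C. Viability was read by CellTiter-Glo luminescence. Media-only wells were set as complete cell-killing and DMSO as no toxicity.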
TGFb SMAD3 inh: inhibitors of TGF-b signaling | HepG2 CAGA-GFP TGF-b/SMAD3 reporter, GFP fluorescence, 18 h; TGF-beta stimulated, 500 pg/mL final | Potency, µM (highest dose often 46.1 µM), inactives show at the top dose activity, negative = inhibition, actives largely listed as inhibitors | 410,000 compounds, 1.2% hits | AID 588855; note: potency is the fitted concentration of half-maximal effect; % is set by controls: 0 for no effect and ±100 for the full control effect; nearly all actives have a fitted effect of over 65% in size
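Inhibition of TGF-beta-driven CAGA-GFP reporter expression in HEPG2 cells is measured by cellular GFP fluorescence after 18 h stimulation with 500 pg/mL recombinant TGF-beta in 1% FBS medium at 37 degrees C.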
pAkt inh: inhibitors of Akt phosphorylation. 360,000 compounds, 0.32% hits. Neuro2A IGF-stimulated pAkt S473 HTRF, 20 min; active compounds read low. activity change, % for hits at 50 µM. AID 651550; in the data active = activity change below about -80%; inconclusive = mostly about -51% to -80%; note: % is set by controls: 0 for no effect and ±100 for the full control effect
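Single-point screen (50 µM final compound) in Neuro2A cells stimulated 20 min with 6 nM IGF at 37 deg C. After lysis, Ser473-phosphorylated Akt read by HTRF (ex 330 nm, em 615/665 nm) as the 665/615 ratio.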
Nrf2 inh: inhibitors of Nrf2 signaling. A549 ARE-Fluc reporter, luciferase luminescence, 18-24 h. Potency, µM (titrated, usually from 46 µM), for inactives: at the highest dose activity change, negative = inhibition, hits mostly inhibitors. 360,000 compounds, 2.1% hits. AID 504444; note: potency is the fitted concentration of half-maximal effect; % is set by controls: 0 for no effect and ±100 for the full control effect; nearly all actives have a fitted effect of over 60% in size
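Nrf2 function is reported as luminescence of an ARE-controlled luciferase in A549 cells. Compounds were tested at several concentrations, and a CellTiter-Fluor read on the same wells flagged cytotoxicity.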
Mm-Cpn inhibitor: M. maripaludis TRiC chaperonin inhibition | purified Mm-Cpn ATPase, ADP Transcreener TR-FRET | Potency, µM (titrated, usually from 76.9 µM), without a hit: top-dose activity, negative = inhibition, usual class: inhibitors | 330,000 compounds, 0.031% hits; note: potency is the fitted concentration of half-maximal effect; % is set by controls: 0 for no effect and ±100 for the full control effect; nearly all actives have a fitted effect of over 80% in size
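Eu-cryptate anti-ADP/ADP-d2 competition gives a ratio inversely related to ADP. Enzyme at 25 nM was pre-exposed to compound for 10 min, then given 10 uM ATP for 30 min, 37°C throughout.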
CCT chaperon mod: modulators of cytosolic chaperonin (CCT/TRiC) activity | purified chaperonin ATPase assay, HTRF ADP detection, 30 min | activity change, % (concentration not given with the values), hits read low | 360,000 compounds, 0.3% hits; in the data active = activity change below about -30%; note: % is set by controls: 0 for no effect and ±100 for the full control effect
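Enzyme 40 or 20 nM (batch-dependent) in Tris pH 7.4/KCl/MgCl2/DTT; cpd 76 uM single point; ATP 10 uM; 30 min 37 °C; Transcreener ADP HTRF detection, 30 min RT; ratio 665/615.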
* = called active by the depositor; i = inactive; ? = inconclusive; . = not tested or not shown; [ ] = remark or other dose. Unless noted, calls come from the whole dose curve; as a rule, active = well fitted curve in the direction sought with a large enough effect; inconclusive = small, poorly fitted or top-dose-only effect, or another doubt; inactive = no such curve, though single readings can be large; an effect the other way counts as inactive or inconclusive. Not a hit list; any-hit rate near 4.3%.

(1) CCOC(=O)C1CCCN(C(=O)c2cn(-c3ccccc3)nc2-c2cccnc2)C1 (stereo not given)
(2) COc1ccc(OC)c(CNC(=O)CCCn2nc(C)c3c(C)n(-c4ccc(C)cc4)nc3c2=O)c1
(3) O=C(CSc1nnc(SCc2ccccc2)s1)N/N=C/c1c(Cl)cccc1Cl
(4) CC(C)c1cccc(-c2csc(C(C)(O)c3ccc(F)c(F)c3)n2)c1 (stereo not given)
(5) Cc1nn(-c2ccccc2)c(Cl)c1C(=O)NCC(=O)O
(6) Cc1cc(C)cc(Cn2cc(CN3CC(N(C)C)CS3(=O)=O)nn2)c1 (stereo not given)
(7) Cc1ccc(NC(=O)CC2S/C(=N/N=C/C=C/c3ccccc3)NC2=O)cc1Cl (stereo not given)
(8) Cn1c(/N=C/c2c(O)ccc3ccccc23)nc2ccccc21

screen / no.	1	2	3	4	5	6	7	8
A549 tox	1%	18%	2%	.	1%	.	-6%	-10%
Nrf2 activator	3.2%	2.7%	2.0%	-1.8%	0.3%	0.4%	1.4%	-0.8%
Abeta rescue	11%	-16%	-2%	-66%[inhibitor]	2%	-9%	2%	-15%
HepG2 tox	4%	-23%	2%	20µM*	21%	.	-45%	-35%
TGFb SMAD3 inh	7%	?	-9%	?	6%	.	1%	-15%
pAkt inh	i	.	i	i	i	i	i	i
Nrf2 inh	5%	-13%	13%	.	-12%	.	8%	-29%
Mm-Cpn inhibitor	-1%	.	2%	.	-2%	.	-4%	-4%
CCT chaperon mod	0.4	.	-1.1	-0.1	2.2	-0.2	-3.2	1.4

(9) Cc1ccc(NC(=O)C2CCC2)cc1S(=O)(=O)N1CCCCCC1
(10) CC(=O)N(Cc1ccccc1)C(CC(=O)NCc1ccccc1)C(=O)O (stereo not given)
(11) N#Cc1ccc(OCC(=O)NC(=O)NC2CCS(=O)(=O)C2)cc1 (stereo not given)
(12) CCOC(=O)Cn1c(=O)sc2ccccc21
(13) Cc1ccc(N2C(=O)C3N=NN(CC(=O)N4N=C(c5cccc6ccccc56)CC4c4ccccc4)C3C2=O)cc1 (stereo not given)
(14) CC(=O)N/C(=C\c1ccccc1)C(=O)OCC(=O)c1ccccc1
(15) O=C(COC(=O)c1c(F)cccc1F)Nc1ccc2[nH]c(=O)[nH]c2c1
(16) Cc1cccc(OCC(=O)NC2CC(C)(C)NC(C)(C)C2)c1

screen / no.	9	10	11	12	13	14	15	16
A549 tox	-11%	1%	2%	2%	2%	2%	-1%	1%
Nrf2 activator	0.4%	-0.4%	-0.4%	-0.8%	3.0%	3.2%	5.9%	-0.1%
Abeta rescue	9%	-8%	-4%	-1%	1%	0%	-11%	28%
HepG2 tox	-11%	2%	-2%	11%	-13%	6%	5%	-7%
TGFb SMAD3 inh	-14%	9%	0%	2%	-1%	?	0%	-7%
pAkt inh	i	i	i	i	i	i	i	i
Nrf2 inh	?	7%	-9%	8%	15%	18%	-1%	-4%
Mm-Cpn inhibitor	1%	.	3%	1%	-7%	-1%	-1%	1%
CCT chaperon mod	-1.6	0.8	3.2	2.9	-3.4	-1.1	2.2	0.8

(17) CCN1C(=O)/C(=C/N(C)C)c2ccccc21
(18) CC(C)(CNC(=O)c1cccc(S(=O)(=O)N2CCCCC2)c1)N1CCOCC1
(19) COc1ccc(NC(=O)CN(c2ccc(Cl)cc2)S(C)(=O)=O)cc1OC
(20) COc1ccc(C2C(C#N)=C(N)Nc3nc4ccccc4n32)cc1 (stereo not given)
(21) COC(=O)Cn1cnc2c(nnn2-c2cccc(OC)c2)c1=O
(22) Cc1nc(CSc2ccc(Cl)cc2)cs1
(23) O=C(CCNC(=O)c1ccco1)NC(Cc1c[nH]c2ccccc12)C(=O)O (stereo not given)
(24) O=C1CN(C(=O)CSc2ccc(-c3ccc(F)cc3)nn2)c2ccccc2N1

screen / no.	17	18	19	20	21	22	23	24
A549 tox	.	.	-7%	11%	1%	3%	3%	-1%
Nrf2 activator	5.8%	4.8%	0.7%	2.7%	-0.5%	1.4%	-0.6%	2.8%
Abeta rescue	0%	4%	-8%	5%	-14%	8%	-11%	0%
HepG2 tox	-8%	-1%	0%	-10%	-3%	29%	-15%	-11%
TGFb SMAD3 inh	-2%	-5%	6%	-5%	-1%	-19%	-2%	2%
pAkt inh	i	i	i	i	i	i	i	i
Nrf2 inh	?	.	2%	3%	-1%	15%	-11%	-30%
Mm-Cpn inhibitor	-2%	.	-3%	3%	0%	0%	0%	0%
CCT chaperon mod	0.4	1.0	-0.5	-2.3	-0.7	-0.4	-3.1	-0.6

(25) O=C(CNC(=O)C1CCCCC1)Nc1ccccc1
(26) Cc1ccc(S(=O)(=O)N2[C@H](c3cccc(Cl)c3)CC(=O)[C@@H]3CN(S(=O)(=O)c4ccccc4C)[C@H](c4ccc(Cl)cc4)C[C@@H]32)cc1
(27) COc1ccc(Br)cc1Cn1nnc(C(=O)Nc2cccc(SC)c2)c1N
(28) CC1=C(C(=O)N2CCOCC2)CC(CC(=O)NC2CCCCC2)C(=O)N1CCCN1CCCC1=O (stereo not given)
(29) OC(COC(c1ccccc1)c1ccccc1)CN1CCCCC1 (stereo not given)
(30) Clc1cccc(Cl)c1C[n+]1ccc2ccccc2c1
(31) COc1ccc(CC(=O)NCC2CCCN(Cc3ccc(F)c(OC)c3)C2)cc1 (stereo not given)
(32) COc1ccc(OC)c(Cc2nnc(CCC(=O)NCc3ccc(C)s3)o2)c1

screen / no.	25	26	27	28	29	30	31	32
A549 tox	-19%	.	?	.	-4%	-3%	7%	1%
Nrf2 activator	0.5%	-0.1%	1.3%	0.2%	-0.2%	0.1%	-0.2%	-0.7%
Abeta rescue	1%	-3%	-4%	-3%	4%	2%	-6%	1%
HepG2 tox	7%	3%	-17%	-14%	-18%	-19%	-49%	4%
TGFb SMAD3 inh	0%	-2%	-3%	32%[activator]	-4%	-43%	-10%	8%
pAkt inh	i	i	.	i	i	i	i	i
Nrf2 inh	2%	.	-26%	.	0%	6.5µM*	-12%	11%
Mm-Cpn inhibitor	-2%	.	.	.	0%	-2%	3%	-7%
CCT chaperon mod	0.2	-3.4	.	-3.0	-1.7	0.4	-1.0	2.6

(33) CCOC(=O)C1(CCOc2ccccc2)CCN(Cc2ccc(F)c(OC)c2)CC1
(34) O=C(/C=C/c1ccc2c(c1)OCO2)NCCCN1CCOCC1
(35) Cc1cc(C(=O)COC(=O)C2CCN(C(=O)c3ccc(Cl)cc3)CC2)c(C)n1CC1CCCO1 (stereo not given)
(36) Cc1ccc(C(=O)CCC(=O)NCc2ccc(Cl)cc2)cc1
(37) O=Cc1cn(CCC(=O)O)nc1-c1cc2ccccc2o1
(38) COc1ccccc1NS(=O)(=O)c1cc(C(=O)N2CC(C)CC(C)C2)ccc1C (stereo not given)
(39) CC1=C(C)CC(C(=O)NC(C)CCc2ccccc2)C(C(=O)O)C1 (stereo not given)
(40) CCCCOc1ccc(C(=O)OCC(=O)c2c(N)n(C)c(=O)n(C)c2=O)cc1

screen / no.	33	34	35	36	37	38	39	40
A549 tox	-9%	0%	-2%	0%	4%	-13%	1%	1%
Nrf2 activator	-0.4%	4.2%	2.8%	-0.3%	-0.9%	0.0%	-0.2%	-1.3%
Abeta rescue	9%	-12%	4%	7%	5%	-54%[inhibitor]	9%	2%
HepG2 tox	-50%	-20%	-3%	1%	7%	4%	-3%	-24%
TGFb SMAD3 inh	?	-2%	0%	-1%	5%	3%	3%	-19%
pAkt inh	i	i	i	i	i	i	i	i
Nrf2 inh	0%	4%	28%	13%	-3%	?	?	?
Mm-Cpn inhibitor	1%	-3%	-2%	-1%	2%	1%	-1%	0%
CCT chaperon mod	-0.5	-1.0	0.4	1.7	-0.7	2.1	-0.2	-1.7

Arranged by SMILES length (smallest number first): some entries from above.
(25) O=C(CNC(=O)C1CCCCC1)Nc1ccccc1
(30) Clc1cccc(Cl)c1C[n+]1ccc2ccccc2c1
(21) COC(=O)Cn1cnc2c(nnn2-c2cccc(OC)c2)c1=O
(20) COc1ccc(C2C(C#N)=C(N)Nc3nc4ccccc4n32)cc1 (stereo not given)
(9) Cc1ccc(NC(=O)C2CCC2)cc1S(=O)(=O)N1CCCCCC1
(11) N#Cc1ccc(OCC(=O)NC(=O)NC2CCS(=O)(=O)C2)cc1 (stereo not given)
(3) O=C(CSc1nnc(SCc2ccccc2)s1)N/N=C/c1c(Cl)cccc1Cl
(13) Cc1ccc(N2C(=O)C3N=NN(CC(=O)N4N=C(c5cccc6ccccc56)CC4c4ccccc4)C3C2=O)cc1 (stereo not given)

screen / no.	25	30	21	20	9	11	3	13
A549 tox	-19%	-3%	1%	11%	-11%	2%	2%	2%
Nrf2 activator	0.5%	0.1%	-0.5%	2.7%	0.4%	-0.4%	2.0%	3.0%
Abeta rescue	1%	2%	-14%	5%	9%	-4%	-2%	1%
HepG2 tox	7%	-19%	-3%	-10%	-11%	-2%	2%	-13%
TGFb SMAD3 inh	0%	-43%	-1%	-5%	-14%	0%	-9%	-1%
pAkt inh	i	i	i	i	i	i	i	i
Nrf2 inh	2%	6.5µM*	-1%	3%	?	-9%	13%	15%
Mm-Cpn inhibitor	-2%	-2%	0%	3%	1%	3%	2%	-7%
CCT chaperon mod	0.2	0.4	-0.7	-2.3	-1.6	3.2	-1.1	-3.4
